Screening results from PubChem BioAssay.
Siah-1 displacement: Siah-1 peptide-binding antagonists, primary screen, biochemical, fluorescence polarization, rhodamine-plectin, uHTS (AID 1817); displacement, % at 20 µM, or IC50 in µM where a hit was titrated; actives 0.02% (n = 290,000); Siah-1 / rhodamine-plectin peptide fluorescence polarization; higher % means a stronger effect; E3 ubiquitin-protein ligase SIAH1 (Homo sapiens);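 active = displacement of at least 50% at 20 µM, with a fluorescence ratio check between 0.3 and a set limit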;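 also: plate controls were Siah plus tracer with DMSO for no effect and tracer alone without Siah for full effect; strong numbers were not always called active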
HIV fusion peptide: inhibitors of HIV fusion peptide binding, primary screen, biochemical, uHTS, fluorescence dequenching (AID 1986); actives 0.3% (n = 290,000); one-dose inhibition, % at 20 µM; IC50 in µM for titrated hits; cell-free peptide binding, fluorescence dequenching, 30 min; higher % means a stronger effect; in the data active = inhibition mostly above about 52%, no sharp cut-off; inactive = mostly below about 76%; also: some results filed as inactive read as strong as hits
Rac1 GTP hydrolysis: MgcRacGAP GTPase-activating activity inhibitors, confirmation, biochemical, ADP Hunter fluorescence; one-dose inhibition, % at 30 µM; IC50 in µM for titrated hits; Rac GTPase-activating protein 1 (Homo sapiens); actives 0.6% (n = 340,000); MgcRacGAP-stimulated Rac1 GTP hydrolysis, ADP Hunter fluorescence; higher % means a stronger effect; GST-tagged Rac1 F28L mutant substrate;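 active = first-screen hits whose inhibition reached a set limit at any dose in the follow-up dose series; inconclusive = inhibition above the set first-screen limit but never retested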;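 also: fluorescence reports GDP produced by GAP-driven GTP hydrolysis; strong numbers were not always called active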
NTR1 ag: agonists of NTR1, primary screen, imaging, U2OS cells, beta-arrestin-GFP, high content (AID 493036) | Neurotensin receptor type 1 (Homo sapiens), P30989 | NTR1-U2OS beta-arrestin-GFP spot imaging, agonist mode | activation, % at 20 µM | actives 0.17% (n = 330,000);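 active = activation at or above 40% of the spot to cytoplasm intensity ratio, with at least 20 cells analyzed; inconclusive = wells under 20 cells, flagged as cytotoxic or low count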;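 also: 0% = DMSO without peptide and 100% = 100 nM NTR1 peptide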
Target sequence (P30989 whole entry, looked up): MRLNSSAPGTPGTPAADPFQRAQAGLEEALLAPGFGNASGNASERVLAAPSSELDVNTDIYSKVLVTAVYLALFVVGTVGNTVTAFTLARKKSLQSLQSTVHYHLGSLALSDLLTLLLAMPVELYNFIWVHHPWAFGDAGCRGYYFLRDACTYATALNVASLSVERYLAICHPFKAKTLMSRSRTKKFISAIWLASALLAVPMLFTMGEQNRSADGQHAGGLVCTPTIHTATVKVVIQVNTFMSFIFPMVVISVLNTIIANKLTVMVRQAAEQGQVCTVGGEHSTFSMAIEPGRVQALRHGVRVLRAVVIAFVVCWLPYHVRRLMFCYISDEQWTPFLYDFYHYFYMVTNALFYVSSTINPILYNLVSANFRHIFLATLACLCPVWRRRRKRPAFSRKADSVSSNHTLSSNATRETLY
GPR35 antagonists: GPR35 antagonists blocking zaprinast-driven arrestin recruitment, primary screen, imaging, U2OS, beta-arrestin-GFP, zaprinast agonist (AID 2058) | inhibition, % at 10 µM; hits with a dose series show IC50 in µM | U2OS GPR35 beta-arrestin-GFP translocation imaging, zaprinast antagonism; higher % means a stronger effect | actives 0.052% (n = 290,000);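 active = inhibition of at least 50% with at least 30 cells and total cytoplasm GFP at most 10,000,000; inconclusive = under 30 cells or total GFP of 10,000,000 plus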
PhoP inhibition: inhibitors of PhoP regulon expression, primary screen, Salmonella Typhimurium, GFP reporter (AID 1863); S. Typhimurium PhoP-regulated promoter GFP reporter, 4 h; higher % means a stronger effect; inhibition, % at 50 µM; hits with a dose series show IC50 in µM; actives 0.16% (n = 300,000);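 active = inhibition over 29.93%, a cutoff 3 SD above the screen mean, later confirmed by dose response; inconclusive = inhibition over 29.93% but no dose response follow-up; inactive = inhibition at most 29.93% or unconfirmed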;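 also: 0% = low Mg2+ inducing control and 100% = high Mg2+ repressing control; strong numbers were not always called active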
LYP inhibition: inhibitors of LYP phosphatase, biochemical, fluorescence intensity, uHTS (AID 1779); Tyrosine-protein phosphatase non-receptor type 22 (Homo sapiens); recombinant LYP phosphatase, fluorescence intensity; higher % means a stronger effect; inhibition, % at 11.5 µM, or IC50 in µM where a hit was titrated; actives 0.054% (n = 290,000); in the data active = inhibition above about 50%;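 also: plate controls were vehicle with enzyme for no effect and no enzyme for full effect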
Myeloid diff MLP: induction of myeloid progenitor differentiation, primary screen, cell-based, flow cytometry, MLPCN library; ER-HoxA9 myeloid progenitors, lysozyme-GFP differentiation; calls only at 10 µM; actives 1% (n = 360,000);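 active = normalized GFP-positive differentiation at or above the plate's own cutoff, the solvent-only control mean plus 3 SD; inconclusive = no clear call, values can overlap the other calls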;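 also: cells exposed to compound for four days before flow analysis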
GPR55 LPI antagonism: GPR55 antagonists blocking LPI-driven arrestin recruitment, primary screen, imaging, U2OS, beta-arrestin-GFP, LPI agonist (AID 2013). G-protein coupled receptor 55 (Homo sapiens). U2OS GPR55 beta-arrestin-GFP translocation imaging, LPI antagonism; higher % means a stronger effect. inhibition, % at 10 µM; hits with a dose series show IC50 in µM. actives 0.13% (n = 290,000);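 active = spots per cell inhibited over 60%, with over 100 cells counted and total cytoplasm intensity under 500,000; inconclusive = wells with under 100 cells, flagged as likely toxic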;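 also: U2OS cells stably carrying GPR55 and arrestin-GFP stimulated by 5 µM LPI near EC80; imaged beta-arrestin-GFP aggregate spots per cell after agonist stimulation; plate controls were LPI-stimulated DMSO wells for no effect and DMSO wells without LPI for full effect; some results filed as inactive read as strong as hits; confirmed hits need IC50 under 10 µM and bright autofluorescent wells are also inconclusive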
NTR1 ag cell count 20 µM: second read-out of NTR1 ag, no call of its own (marks repeat the call); cell count; measured here: cell count, cytotoxicity flag
Myeloid diff MLP GFP+ MAC1+ %: further read-out of Myeloid diff MLP, marked with its call; GFP+ MAC1+ double positive, %; measured here: differentiation confirmed by MAC1 staining
* marks the source's active call; other numbers are inactive results; i = inactive; ? = inconclusive; . = not tested or not shown.

smiles	Siah-1 displacement	HIV fusion peptide	Rac1 GTP hydrolysis	NTR1 ag	NTR1 ag cell count 20 µM	GPR35 antagonists	PhoP inhibition	LYP inhibition	Myeloid diff MLP	Myeloid diff MLP GFP+ MAC1+ %	GPR55 LPI antagonism
CCn1c(SCC(=O)NCc2ccco2)nc2ccccc2c1=O	1%	-0.5%	5%	-0.5	49	2%	2%	5%	i	0.5	3%
c1ccc(-c2nc(NCC3CCCO3)c3oc4ccccc4c3n2)cc1 (centres undefined)	3%	1.3%	4%	12	44	-13%	9%	-1%	i	5.1	9%
Cc1cc(NC(=O)CCC(=O)N(CC(=O)NCC2CCCO2)c2ccccc2C)no1 (centres undefined)	-2%	-1.8%	1%	-2.0	93	0%	-2%	-5%	i	0.5	7%
Cc1cc(/C=N/NC(N)=S)c(O)c(/C=N/NC(N)=S)c1	-1%	88%*	14%	0.5	54	16%	-4%	-4%	i	0.4	13%
c1cc(CNCCCN2CCOCC2)ccn1	2%	4.5%	2%	-1.3	103	-2%	5%	-6%	i	0.5	12%
COc1cccc(CNC(=O)C2CCC(CNc3nc(=S)[nH]c4ccccc34)CC2)c1 (centres undefined)	-5%	-1.6%	11%	0.1	75	14%	6%	-6%	i	0.6	6%
O=C(NC1CCCCCC1)c1ccc(-n2cnnc2)cc1	0%	1.3%	5%	-0.4	60	-9%	4%	-11%	i	0.3	4%
O=C(C1CCCO1)N1CCN(S(=O)(=O)c2ccccc2)CC1 (centres undefined)	4%	-1.9%	5%	0.8	59	13%	-6%	19%	i	1.1	14%
Cc1ccc(C2=Nn3c(COc4ccc(Cl)cc4)nnc3SC2CC(=O)O)cc1 (centres undefined)	2%	9.8%	14%	0.8	52	2%	-4%	-13%	i	1.4	-1%
O=C(O)c1cccc(Cn2c(Cl)c(/C=N/NC(=O)c3cc4ccccc4cc3O)sc2=O)c1	7%	62%*	25%	1.0	63	8%	5%	4%	i	0.3	-3%
Cc1cccc(N2CCN(C(=O)NCc3ccc(Cl)cc3)CC2)c1	7%	0.5%	-2%	0.6	79	-1%	-1%	-1%	i	2.7	-1%
CSc1ccccc1OCc1cc(C(=O)N(C)CC2COCCO2)no1 (centres undefined)	7%	-0.8%	12%	1.0	62	4%	2%	-5%	i	0.8	9%
CC1=CC(C)(C)N(C(=O)CSc2nnc(N)s2)c2c(C)cc(C)cc21	4%	-1.1%	8%	.	.	6%	2%	-6%	i	0.8	20%
O=[N+]([O-])c1ccc(/C=N/Nc2nc(-c3ccccc3)c3cc(Br)ccc3n2)o1	-3%	-0.7%	9%	-1.0	97	12%	1%	2%	i	1.3	-5%
O=C(CCCN1C(=O)CCC1=O)Nc1ccc(Br)cc1F	3%	-3.3%	10%	-0.1	72	0%	11%	-10%	i	1.2	17%
C=CCn1c(NCc2ccc(OC)cc2)nc2ccccc21	2%	0.8%	10%	0.6	63	0%	6%	-10%	i	0.3	11%
FC(F)(F)c1nnc2n1N=C(c1cccs1)CS2	-2%	0.7%	6%	-1.2	31	3%	-6%	4%	i	0.2	4%
CCO[C@H]1OC(C(=O)NCc2nc3ccccc3[nH]2)=C[C@@H](c2csc3ccccc23)[C@@H]1CCCO	2%	0.3%	8%	16	74	-5%	-4%	-4%	i	1.3	19%
O=C(O)CCCCCCCCCCP(=O)(c1ccccc1)c1ccccc1	4%	1.3%	4%	0.5	74	12%	0%	-4%	i	0.3	7%
Cc1nc2ccccc2n1CC(=O)NC1CCCCCC1	4%	0.4%	-1%	1.4	61	0%	0%	-9%	i	0.3	0%
O=C(CCC(=O)c1ccc(Cl)cc1)OCC(=O)c1ccccc1	0%	-1.6%	4%	0.1	111	20%	5%	-8%	i	0.9	0%
OCc1cn(-c2ccccc2)nc1-c1cccnc1	5%	-1.6%	10%	0.3	54	-8%	8%	-3%	i	1.1	-12%
O=C(O)C1CCCCN1S(=O)(=O)c1ccccc1 (centres undefined)	-5%	1.4%	6%	-1.6	80	-24%	-2%	0%	i	0.4	12%
O=C(NC1CCCC1)c1cccc(NC(=O)c2ccco2)c1	-3%	-0.2%	4%	-1.2	75	-2%	16%	-4%	i	0.5	-1%
O=C(c1ccccc1Cl)N1CCSCC1	0%	0.4%	11%	-0.6	39	-13%	1%	-2%	i	0.3	3%
COC(=O)c1ccc2c(=O)n(CCCCCC(=O)N3CCN(c4ccc(F)cc4)CC3)c(=O)[nH]c2c1	2%	12%	5%	32	81	10%	-3%	-5%	i	2.2	10%
Cc1ccc(C(=O)Nc2ccncc2)c(C)c1	3%	2.1%	7%	1.3	63	10%	-1%	-7%	i	0.6	4%
CN(CCC#N)CC(=O)Nc1ccc(NC(=O)CN(C)CCC#N)cc1	-4%	-1.8%	2%	-0.6	63	8%	1%	-14%	i	6.7	4%
Cc1cc(NC(=O)c2cn(C3CCCCC3)c(=O)c3c2c2ccccc2n3C)no1	-2%	-3.2%	4%	-0.2	89	18%	-6%	5%	i	3.8	27%
COc1cc(OC)c2cc(C(=O)N/N=C/c3ccccc3O)[nH]c2c1	6%	-2.0%	5%	1.3	85	-8%	.	-8%	?	.	-7%
COc1cc(OC)c(N(C)C(=O)c2cn(C)c(=O)c3cc(OC)c(OC)cc23)cc1Cl	-3%	-2.1%	9%	-0.9	113	-5%	1%	-5%	i	1.3	-7%
COc1ccc(C(=O)OCC(=O)Nc2nc3c(F)c(F)c(F)cc3s2)cc1OC	-2%	1.3%	16%	-1.1	66	-16%	0%	-4%	i	0.6	2%
COc1ccc(CN2C(=O)CCC2(C)C(=O)NC2CCCCCC2)cc1 (centres undefined)	0%	6.0%	4%	-0.6	78	1%	-4%	-4%	i	2.4	28%
Cc1c(NC(=O)c2cc3ccccc3oc2=O)c(=O)n(-c2ccccc2)n1C	1%	3.2%	5%	1.6	54	18%	-15%	9%	i	1.3	0%
CCCCC(=O)Nc1ccc(NC(=S)NC(=O)CCCCl)cc1OC	5%	0.0%	12%	3.9	55	6%	-12%	-4%	i	0.0	14%
CCn1nc(C)cc1C(=O)N1CCCC(N2CCN(c3ccccc3OC)CC2)C1 (centres undefined)	-2%	-1.0%	4%	-0.9	60	2%	5%	-11%	i	2.0	4%
COc1ccc(NC(=O)/C(C#N)=C\c2cc(C)n(-c3ccc4c(c3)OCO4)c2C)cc1	7%	8.7%	11%	-1.2	76	-2%	6%	-2%	i	2.6	2%
Cc1ccc(C(=O)COC(=O)CCN2C(=O)C3C4CCC(C4)C3C2=O)cc1[N+](=O)[O-] (centres undefined)	-9%	-1.4%	6%	-0.3	48	2%	2%	-3%	i	0.8	-6%
CC(=O)N1CC(C)Oc2ccc(S(=O)(=O)NC(CC(=O)O)c3ccccc3)cc21 (centres undefined)	9%	1.0%	10%	0.5	72	0%	-4%	-10%	i	0.4	16%
C=CCNC(=O)/C(=C\C=C\c1ccccc1)NC(=O)c1ccccc1Cl	-1%	2.7%	14%	0.7	92	1%	12%	3%	i	0.2	5%
CC(C)(C)[C@H]1C=C(C(=O)NCc2nc3ccccc3[nH]2)O[C@@H](OCc2ccc(CO)cc2)C1	1%	1.7%	10%	2.6	63	10%	0%	0%	i	5.2	4%
O=C(NCCN1C(=O)S/C(=C\c2ccc(OC(F)F)cc2)C1=O)[C@@H]1CCCN1C(=O)c1cccs1	-5%	0.1%	13%	39	43	0%	4%	-4%	i	0.3	1%
COc1ccc(N2C3=[N+](CCCC3)CC2(C)O)cc1 (centres undefined)	0%	-3.3%	3%	-0.8	57	1%	-3%	-2%	i	2.3	14%
C=CCNC(=S)N/N=C/c1ccc(C)c([N+](=O)[O-])c1	-1%	-0.8%	3%	.	.	-7%	4%	3%	i	0.6	-10%
CCO[C@H]1OC(C(=O)NCc2ccccc2)=C[C@@H](c2ccc(Br)cc2)[C@@H]1CCCO	8%	-0.3%	9%	5.9	99	11%	-4%	-6%	i	3.0	10%
O=C(C1CCC(Cn2c(=S)[nH]c3ccccc3c2=O)CC1)N1CCN(c2ccccn2)CC1 (centres undefined)	0%	0.7%	2%	4.3	75	-17%	-3%	-2%	i	1.1	8%
COc1ccc(CN2CCCCC2C(=O)Nc2ccc(OC)c(OC)c2)cc1OC (centres undefined)	3%	0.0%	5%	-0.6	47	9%	5%	-4%	i	11	2%
CCOC(=O)C(=N/O)/C(C)=N/NC(C)=O	0%	1.9%	5%	2.5	47	4%	-5%	3%	i	0.7	-1%
CC1CCCN(S(=O)(=O)c2ccc(C(=O)Nc3nnc(C4CC4)o3)cc2)C1 (centres undefined)	-8%	2.4%	10%	0.6	67	6%	11%	-1%	i	0.7	17%
CCOC(=O)N1CCC(NS(=O)(=O)c2ccccc2)CC1	-2%	-1.5%	1%	-0.7	50	16%	6%	-12%	i	0.4	-5%
c1ccc(CSc2ncccn2)cc1	2%	0.7%	20%	-0.2	62	11%	3%	0%	i	5.3	-1%
CCn1ncc(C(=O)Nc2cc(C)on2)c1C	6%	0.8%	1%	-0.7	73	0%	-2%	-7%	i	1.0	21%
N=c1c2c(n(Cc3ccc([N+](=O)[O-])cc3)c3c1CCC3)CCCC2	3%	-1.9%	4%	-1.2	41	-5%	5%	-6%	i	0.6	1%
CCOC(=O)Cc1csc(NC(=O)c2cccc(N3C(=O)CCC3=O)c2)n1	3%	-1.0%	2%	-0.5	55	14%	-5%	-7%	i	1.8	23%
